LMNA splice mod: LMNA splicing modulation | HeLa LMNA splicing GFP/RFP minigene ratio, 48 h | Potency, µM (titrated, usually from 46.1 µM), without a hit: at the top dose ratio change, negative = inhibition, usual class: inhibitors | hit rate 0.01% among 200,000 | AID 1487; active = well fitted inhibition curve with a large enough effect in the signal ratio, with a control signal flat, not every such curve was filed as active; inconclusive = small, poorly fitted or top-dose-only effect, or effect the other way, or a change in a side signal; the % refers to the signal ratio; also: potency is read from the fitted curve at half-maximal effect; % is scaled to controls: 0 for no effect and ±100 for the full control effect
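Read-out is the ratio of GFP to DsRed2 object intensity, acquired by 488 nm laser-scanning cytometry on HeLa lamin A-EGFP minigene reporter cells. Compound incubation 48 hrs at 37 °C in Opti-MEM with 2% FBS; DMSO 0.5% final.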
Luc counter: blocks Kinase-Glo luciferase, a counter-screen artifact; Kinase-Glo luciferase, ATP luminescence, 8 min; Q27757; hit rate 0.28% among 200,000; Potency, µM (titrated, usually from 38.3 µM), without a hit: top-dose activity change, negative = inhibition, actives largely listed as inhibitors; also: potency is read from the fitted curve at half-maximal effect; % is scaled to controls: 0 for no effect and ±100 for the full control effect; nearly all actives have a fitted effect of over 60% in size
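Light output from Kinase-Glo luciferase with luciferin and 10 uM ATP in 50 mM imidazole pH 7.2, KCl, MgCl2, Tween 20, BSA; compound pin-delivered, 8-min ambient incubation, then luminescence read.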
CBFb RUNX1 block: inhibitors of human CBF-beta and RUNX1 interaction | Potency, µM (doses to about 59.8 µM), inactives show at the highest dose activity, negative = inhibition, hits mostly inhibitors | 230,000 tested, under 10 active | AlphaScreen CBFb-His/RUNX1-biotin binding, biochemical; also: % of control where 0% means no effect
Target sequence (Q01196 whole entry, looked up): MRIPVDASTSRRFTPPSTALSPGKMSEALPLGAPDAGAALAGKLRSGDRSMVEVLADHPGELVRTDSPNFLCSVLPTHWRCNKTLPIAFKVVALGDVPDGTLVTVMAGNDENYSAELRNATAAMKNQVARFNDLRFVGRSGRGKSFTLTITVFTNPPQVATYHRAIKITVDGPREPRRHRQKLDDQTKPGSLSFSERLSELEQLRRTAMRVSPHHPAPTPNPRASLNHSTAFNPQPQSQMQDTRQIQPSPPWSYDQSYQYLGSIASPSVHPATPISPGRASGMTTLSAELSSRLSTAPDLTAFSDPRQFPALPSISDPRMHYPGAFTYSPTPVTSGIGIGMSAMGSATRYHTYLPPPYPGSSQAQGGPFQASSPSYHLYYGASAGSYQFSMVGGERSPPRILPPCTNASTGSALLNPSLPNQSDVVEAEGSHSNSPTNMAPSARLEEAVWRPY
Target sequence (Q13951 whole entry, looked up): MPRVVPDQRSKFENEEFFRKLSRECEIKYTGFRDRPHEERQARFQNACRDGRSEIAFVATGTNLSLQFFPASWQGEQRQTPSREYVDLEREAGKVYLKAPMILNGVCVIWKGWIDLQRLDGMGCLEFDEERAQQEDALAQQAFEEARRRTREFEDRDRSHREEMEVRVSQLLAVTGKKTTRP
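AlphaScreen proximity signal reports loss of binding between His-tagged CBF-beta and biotin-labelled RUNX1, each at 30 nM. Proteins are pre-associated for 20 minutes, compounds added for 15 minutes, then beads for 90 minutes, all at ambient temperature.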
Epigenetic derep: derepresses silenced GFP reporter in murine cells | hit rate 0.2% among 280,000 | murine LDR cells, GFP reporter derepression, 30 h | Potency, µM (series often up to 53.9 µM), without a hit: top-dose GFP activation, actives largely listed as activators | AID 1865; also: potency is read from the fitted curve at half-maximal effect; % of control where 0% means no effect; nearly all actives have a fitted effect of over 60% in size
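GFP-positive cell count by laser-scanning cytometry (objects 20–120 um) after 30 h, 37 C compound exposure of murine LDR cells; reporter is CMV-GFP integrated at a silenced locus, inducible by HDAC or DNMT inhibitors.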
NPSR antagonist: neuropeptide S receptor (human) antagonism, cAMP; CHO-NPSR cells, cAMP TR-FRET, antagonist mode; Potency, µM (series often up to 38.3 µM), for inactives: top-dose activity change, negative = inhibition, most hits filed as inhibitors; hit rate 1% among 220,000; AID 1461; also: potency is read from the fitted curve at half-maximal effect; % is scaled to controls: 0 for no effect and ±100 for the full control effect; nearly all actives have a fitted effect of over 50% in size; many of its hits are not listed in these tables
Target sequence (Q6W5P4 whole entry, looked up): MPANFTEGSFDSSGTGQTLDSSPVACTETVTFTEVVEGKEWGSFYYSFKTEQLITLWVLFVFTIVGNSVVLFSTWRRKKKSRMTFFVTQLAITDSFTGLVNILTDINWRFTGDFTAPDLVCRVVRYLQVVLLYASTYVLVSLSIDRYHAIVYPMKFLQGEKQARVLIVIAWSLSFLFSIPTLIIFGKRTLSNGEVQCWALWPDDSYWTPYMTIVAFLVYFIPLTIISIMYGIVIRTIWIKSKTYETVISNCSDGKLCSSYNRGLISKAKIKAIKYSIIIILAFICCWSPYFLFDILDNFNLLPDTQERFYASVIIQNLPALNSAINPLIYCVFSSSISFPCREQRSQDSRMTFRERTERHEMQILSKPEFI
IMPase Li inh: membrane-permeable IMPase blocker, potentiated with lithium; hit rate 0.35% among 210,000; CHO-M1 cells, IP1 TR-FRET (IP-One), carbachol + lithium; Potency, µM (highest dose often 59.4 µM), inactives show top-dose activity, negative = IMPase inhibition, usual class: inhibitors;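 also: IP1 builds up when IMPase is blocked and the TR-FRET signal falls; potency is read from the fitted curve at half-maximal effect; plate controls were basal vehicle for no effect and high inhibitor control for full effect; nearly all actives have a fitted effect of over 50% in size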
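Concentration–response in CHO-M1 cells, lithium-potentiated; 30 min at 37C. IP1 detected by competitive TR-FRET after 10 min lysis at RT. Hill-fitted AC50.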
HTT aggregate: inhibitors of mutant huntingtin aggregate formation in PC12 cells; PC12 HttQ103-GFP aggregates, Acumen cytometry, 40 h; Potency, µM (doses to about 46.1 µM), inactives show top-dose activity change, negative = inhibition, most hits filed as inhibitors; hit rate 1.1% among 220,000; AID 1688; also: potency is read from the fitted curve at half-maximal effect; % is scaled to controls: 0 for no effect and ±100 for the full control effect; nearly all actives have a fitted effect of over 60% in size
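Steps: seed 1500 PC12 HTTQ103-GFP cells/well; add tebufenozide, 100 nM final; add compound titration; add ATPLite reagent; quantify GFP aggregates by laser scanning cytometry.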
Active calls of the source: *; ? = inconclusive; nt = not tested or not shown; & = joins results of further samples; [ ] = another dose, or the depositor's remark. Unless noted, calls follow the shape of the dose curve; as a rule, active = well fitted curve in the direction sought with a large enough effect; inconclusive = small, poorly fitted or top-dose-only effect, or another doubt; inactive = no such curve, though single readings can be large; an effect the other way counts as inactive or inconclusive.

Order of values – IMPase Li inh	Luc counter	NPSR antagonist	CBFb RUNX1 block	HTT aggregate	LMNA splice mod	Epigenetic derep
- CCC1(C)COC(C)(CC(=O)NNC(=O)Nc2ccccc2)OC1 (configuration not stated)
 : 6%	5%	11%	3%	8%[9.22 µM]	?	-3.5%
- COc1ccc(NC(=O)C(NC(=O)OC(C)(C)C)C(C)OCc2ccccc2)cc1 (configuration not stated)
 : -14%[38.3 µM]	-4%	-3%[46.1 µM]	5%	11%	18%	-1.2%
- CCOC(=O)c1c(NC(=O)C2CCCO2)sc2c1CCC2 (configuration not stated)
 : 13%[38.3 µM]	11%	-5%[46.1 µM]	10%	-9%	?	-0.7%
- Nc1ccc(-n2nncc2-c2ccco2)cc1
 : 5%	1%	-9%[46.1 µM]	-4%	0%	-10%	-2.0%
- Cc1ccc(SCCN2CCN(CCc3ccccc3)CCC2=O)cc1
 : nt	nt	-1%	1%&4%	5%[9.22 µM]	nt	5.4%
- CC(C)CC(=O)NC(=S)Nc1cc(C(=O)O)ccc1Cl
 : -1%	0%	-5%	-2%	13%	-7%	-1.9%
- COc1ccc(S(=O)(=O)NC2(C(F)(F)F)N=C(c3ccccc3)NC2=O)cc1 (configuration not stated)
 : 1%	3%	2%	0%	-7%	3%	1.3%
- CN(C)c1ccnc(-n2cccc2/C=N/OCc2ccc(F)cc2Cl)c1C#N
 : 29%[38.3 µM]	-2%	-23%[46.1 µM]	-1%	-20%	?	-1.3%
- Cc1ccnc2nc(C(=O)OCC(=O)c3c[nH]c4ccccc34)nn12
 : nt	nt	-14%	1%	4%[9.22 µM]	nt	-0.3%
- COc1cc(/C=N/NC(=O)c2cc(-c3ccccc3OC(C)C)nc3ccccc23)ccc1O
 : 13%	4%	4%	-2%	-1%	?	-0.4%
- COc1ccc(C(=O)Oc2ccc(F)cc2C(=O)/C=C/c2ccc(OC)c(OC)c2)cc1
 : 16%	-4%	1%	-7%	6%	-18%	1.5%
- CCNC(=O)NC(=O)CSc1cccc(C(F)(F)F)c1
 : -6%[38.3 µM]	1%	0%[46.1 µM]	7%	-13%	13%	-8.4%
- Cc1ccc(S(=O)(=O)NNC(=O)C(=O)NNS(=O)(=O)c2ccc(C)cc2)cc1
 : -3%	3%	7%	19%	8%	?	0.7%
- Cc1onc(-c2c(Cl)cccc2Cl)c1C(=O)NC1C(=O)N2C1SC(C)(C)C2C(=O)O (configuration not stated)
 : 7%&2%	-1%&0%	-9%	?	2%	7%[46 µM]	-1.3%&1.9%
- CCn1c(=O)c2cc(C(=O)NCc3cccs3)sc2c2ccccc21
 : 23%	nt	39%	16%	-7%[9.22 µM]	nt	-0.1%
- CCCCOC(=O)Nc1nnc(COc2ccccc2)s1
 : 10%[38.3 µM]	-6%	-20%[46.1 µM]	12%	-4%	24%	-3.1%
- CC(=O)NNC(=S)NCCc1ccccc1
 : -2%	-1%	7%	5%	13%	7%[46 µM]	-3.5%
- CC(=O)NNC(=S)NC(=O)C(c1ccccc1)c1ccccc1
 : 2%	4%	22%	2%	-18%[9.22 µM]	nt	?
- CN(C(=O)c1ccc(OC2CCN(S(=O)(=O)N(C)C)CC2)cc1)C1CCCCC1
 : 9%	-8%	18%	1%	-14%[9.22 µM]	?	3.4%
- Cc1cccc(N2CCN(C(=O)c3ccc(N4CCCC4=O)cc3)CC2)c1C
 : 9%[38.3 µM]	-4%	-2%[7.67 µM]	2%	?	?	0.5%
- O=C(O)/C=C\c1ccc(Cn2ccnc2)cc1
 : -2%	4%[17.1 µM]	nt	1%[21.7 µM]	8%[20.6 µM]	?	-0.3%[16.9 µM]
- Cc1cccc(C)c1NC(=O)COC(=O)C1Cc2ccccc2CN1C(=O)c1ccccc1 (configuration not stated)
 : 10%	1%	-2%	-9%	5%	-2%	0.0%
- O=C1Nc2ccccc2C(=O)N2CCC[C@@H]12
 : 9%	1%	nt	3%	nt	nt	-1.1%
- COC(=O)C(CCSC)NC(=O)Cn1ncc2c(=O)oc3ccc(C)cc3c21 (configuration not stated)
 : 9%[38.3 µM]	-1%	-6%[46.1 µM]	8%	2%	-12%	0.0%
- O=C(Nc1ccc2c(c1)OCO2)c1ccc(COc2ccc3c(c2)CCC3)o1
 : 25%[38.3 µM]	-6%	-21%[46.1 µM]	3%	-13%	?	-4.8%
- Cn1c(=O)c2[nH]c(N3CCCCC3)nc2n(C)c1=O
 : nt	nt	0%[7.67 µM]	-1%	-19%[9.22 µM]	nt	-0.4%
- O=C(O)COc1cccc2nsnc12
 : -24%[38.3 µM]	12%	-5%[46.1 µM]	7%	11%	2%	-4.5%
- CC1=CC(=C(C#N)C#N)C=C(C)N1CCN1CCN(C(=O)Nc2cccc(Cl)c2)CC1
 : 18%	-1%	-16%	7%	6%	-4%	2.8%
- COc1ccc(-c2c(C)nn(-c3ccccc3)c2N)cc1
 : 27%[38.3 µM]	6%	-6%[46.1 µM]	2%	-6%[1.84 µM]	6%	-0.8%
- CCOC(=O)C1(Cc2ccc(OC)cc2)CCN(C(=O)c2cc3ccccc3[nH]2)CC1
 : 10%	-2%	-38%	-1%	?	nt	0.2%
- COc1cccc(/C(O)=C2/C(=O)C(=O)N(Cc3cccnc3)C2c2ccco2)c1 (configuration not stated)
 : -9%[38.3 µM]	0%	-6%[46.1 µM]	-13%	-11%	2%	-2.7%
- COc1cc(NC(=O)CN2CCN(Cc3ccc4c(c3)OCO4)CC2)cc(OC)c1
 : 17%[38.3 µM]	-1%	-4%[46.1 µM]	-1%	8%	3%	0.1%
- CC(CN1C(C)CCCC1C)OC(=O)c1ccccc1Cl (configuration not stated)
 : 2%	1%	12%	13%	-9%	nt	1.5%
- Cc1cccc(OCC(=O)Nc2ccccc2C(=O)N2CCOCC2)c1
 : -1%	-1%	22%	4%	-25%	-5%	-1.0%
- N#Cc1ccc(OCc2nnc(-c3ccc([N+](=O)[O-])cc3)o2)cc1
 : 17%	6%	-3%	-7%	-15%	-15%[46 µM]	-1.3%
- O=C(COc1ccccc1[N+](=O)[O-])c1ccccc1
 : -3%	-1%	5%	0%	5%[9.22 µM]	nt	-1.1%
- COc1cccc(NC(=O)CNC(C)CCC(C)C)c1 (configuration not stated)
 : -5%[38.3 µM]	-4%	-4%[46.1 µM]	13%	1%	-9%	-4.0%
- CCCCOP(=O)(c1ccc(N(C)C)cc1)C(O)c1ccncc1 (configuration not stated)
 : -8%[38.3 µM]	-1%	-12%[46.1 µM]	7%	12%	-2%	-1.5%
- Cc1cc(C)c(Cn2ncn(-c3ccc(Br)cc3)c2=O)c(C)c1
 : 18%	5%	-33%	4%	14%[9.22 µM]	-16%[46 µM]	1.1%
- COC(=O)c1ccc2c(=O)n(CC3CCCO3)c(=S)[nH]c2c1 (configuration not stated)
 : 8%[38.3 µM]	3%	-18%[46.1 µM]	4%	-1%	1%	2.4%
- O=C(c1ccccc1)N1CCN(C(=O)N2CCOCC2)CC1
 : 0%[38.3 µM]	-1%	-7%[46.1 µM]	2%	9%	4%	1.7%
- Cn1c(=O)c2c(-c3ccc(C(C)(C)C)cc3)n(N3CCOCC3)cc2n(C)c1=O
 : nt	nt	0%[46.1 µM]	-20%	26%	-5%	-6.5%
- O=[N+]([O-])C(=C1SCCS1)C(=C(Cl)Cl)N1CCCCC1
 : 19%	3%	-27%	?	7%	nt	-0.9%
- Nc1nc(NC(=O)C(Cl)(Cl)Cl)nn1-c1ccccc1
 : 2%	-7%	13%	?	21%	6%	-1.8%
- Cc1ccc(-c2ccc(/C=N/c3ncn[nH]3)o2)cc1Cl
 : 18%[38.3 µM]	0%	?	19%	3%	-3%	-1.1%
- Cc1ccc(S(=O)(=O)NNC(=O)CC#N)cc1
 : nt	nt	18%	4%	-5%[9.22 µM]	nt	1.1%
- Cc1ccc(/C=C/C(=O)Nc2nn[nH]n2)o1
 : 4%	0%	-3%	-22%	-11%	-1%	-1.2%
- CC(=O)N1CCc2[nH]c3ccccc3c2C1
 : -13%[38.3 µM]	1%	-4%[46.1 µM]	3%	15%	?	0.1%
- Cc1ccc(-c2nc3cc(Cl)ccc3o2)cc1
 : 34%[38.3 µM]	-1%	-8%[46.1 µM]	-2%	4%	?	-7.7%
- Cc1ccc2nc(-c3cc(N)cc(N)c3)oc2c1
 : 0%[38.3 µM]	?	-8%[46.1 µM]	-10%	2%	-10%	-1.1%
- COc1ccccc1NC(=O)/C(C#N)=C/C=C/c1ccco1
 : 3%[38.3 µM]	-1%	4%[46.1 µM]	-3%	20%	?	?
- CCCOc1ccc(C2C(C(=O)c3ccco3)=C(O)C(=O)N2CCCn2ccnc2)cc1 (configuration not stated)
 : -22%[38.3 µM]	-1%	11%[46.1 µM]	-2%	16%	8%	0.0%
- Cn1nccc1C(=O)Nc1ccc(Cl)cc1
 : 5%[38.3 µM]	3%	-6%[46.1 µM]	5%	-3%	6%	0.0%
- CCCCNc1nc(C)nc2c1nc(-c1ccccc1)n2CCN1CCCCC1
 : -5%	-1%	nt	1%	nt	nt	13%
- CC(=O)c1cccc(NS(=O)(=O)N(C)C)c1
 : 16%[38.3 µM]	1%	-8%[46.1 µM]	12%	?	18%	1.2%
- COc1ccccc1OC(C)c1nnc(SCC(=O)Nc2c(C)n(C)n(-c3ccccc3)c2=O)n1-c1ccccc1 (configuration not stated)
 : 10%[38.3 µM]	-5%	-9%[46.1 µM]	6%	15%	8%	-0.7%
- COc1c(C)cccc1C(=O)Nc1ccc(N2CCOCC2)c(Cl)c1
 : 0%[38.3 µM]	-7%	-26%[46.1 µM]	0%	13%[9.22 µM]	14%	-8.0%
- CN1C2=C(C#N)C(c3ccccc3)(C(F)(F)F)NC(=O)N2c2ccccc21 (configuration not stated)
 : -10%[38.3 µM]	1%	-16%[46.1 µM]	-2%	-13%[9.22 µM]	4%	4.5%

These rows are one share of the data; rates above refer to the full screens.
